# L major viab: reduces viability of Leishmania major promastigotes; resazurin fluorescence viability; AID 1063; inhibition, % at 10 µM; actives 9% (n = 200,000); in the data active = inhibition above about 50%;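 also: promastigotes grown with compound for 44 hours at 28 °C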
# DTT redox prof: compounds producing H2O2 with reducing agent – biochemical, NIH compound library profiling, artefact control for MLSCN library redox annotation, primary screen | DTT-dependent redox cycling H2O2, phenol red/HRP absorbance; 100% = 100 µM peroxide control, 0% = buffer | activation, % at 10 µM | actives 0.03% (n = 200,000);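 active = activation of at least 50% relative to the plate's high and low controls in the primary single-dose screen; inactive = activation below 50%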;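 also: compound incubated with DTT at 0.8 mM final as the reducing agent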
# ROMK primary: human ROMK K+ channel modulation, primary screen | Tet-inducible ROMK, thallium flux fluorescence; actives lie on both sides | B-score at 10 µM | actives 2% (n = 130,000);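 active = signal ratio slope over the read window, or its plate-corrected B-score, at least 3 SD from the plate mean, either direction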;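 also: B-score of the F/F0 ratio slope over 7 to 12 s after thallium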
# Target sequence (P48048 whole entry, looked up): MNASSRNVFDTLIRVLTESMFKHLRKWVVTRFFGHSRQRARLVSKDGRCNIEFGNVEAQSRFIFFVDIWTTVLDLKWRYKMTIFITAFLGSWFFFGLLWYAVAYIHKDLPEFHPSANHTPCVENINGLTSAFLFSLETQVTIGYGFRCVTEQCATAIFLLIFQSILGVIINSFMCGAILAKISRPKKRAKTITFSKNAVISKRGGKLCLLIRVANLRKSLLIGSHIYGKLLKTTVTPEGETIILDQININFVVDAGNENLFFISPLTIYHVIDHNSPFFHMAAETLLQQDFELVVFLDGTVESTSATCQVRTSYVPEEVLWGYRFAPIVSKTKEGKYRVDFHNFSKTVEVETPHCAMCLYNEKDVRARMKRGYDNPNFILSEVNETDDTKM
# S1P3 antagonist: S1P3 (human) receptor antagonism; Q99500; inhibition, % at 4.98 µM; actives 0.27% (n = 170,000); AID 485; CHO S1P3 NFAT-BLA reporter, FRET fluorescence, antagonist mode;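 active = inhibition above the plate cutoff, the mean inhibition of test wells on that plate plus 3 SD, cut at about 28% in these data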;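 also: cells challenged with S1P at its EC80 of 0.8 µM; blue over green emission ratio from cleaved BLA substrate after 4 h stimulation; 0% = S1P-stimulated wells and 100% = unstimulated DMSO-only wells; some compounds past the cut are filed as inactive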
# PPARg SRC-2 ag: promotes SRC-2 coactivator recruitment by human PPARgamma; actives 0.34% (n = 200,000); activation, % at 8 µM; PPARgamma LBD-SRC-2 recruitment, biochemical; in the data active = activation above about 22%;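 also: 0% = vehicle and 100% = reference agonist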
# Target sequence (P37231 whole entry, looked up, the tested form may be a part): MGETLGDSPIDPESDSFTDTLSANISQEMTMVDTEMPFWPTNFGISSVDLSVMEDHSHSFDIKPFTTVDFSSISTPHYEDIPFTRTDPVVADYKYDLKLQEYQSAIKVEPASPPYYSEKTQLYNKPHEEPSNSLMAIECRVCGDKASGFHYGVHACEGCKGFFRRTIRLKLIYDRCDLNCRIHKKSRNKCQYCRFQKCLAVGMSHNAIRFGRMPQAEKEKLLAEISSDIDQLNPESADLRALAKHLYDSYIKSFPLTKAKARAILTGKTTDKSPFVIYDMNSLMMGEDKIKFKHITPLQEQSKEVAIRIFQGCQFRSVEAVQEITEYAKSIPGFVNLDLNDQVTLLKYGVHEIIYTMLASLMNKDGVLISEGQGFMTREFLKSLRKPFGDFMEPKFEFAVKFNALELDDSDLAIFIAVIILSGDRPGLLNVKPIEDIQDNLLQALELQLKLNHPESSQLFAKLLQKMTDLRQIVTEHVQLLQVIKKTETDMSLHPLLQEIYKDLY
# PPARg SRC3 recr: PPARgamma-driven SRC-3 recruitment agonism; P37231; AID 731; biochemical PPARgamma/SRC-3 coactivator recruitment assay; activation, % at 8 µM; actives 0.26% (n = 200,000); in the data active = activation above about 23%;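 also: 0% = DMSO and 100% = reference agonist; some compounds past the cut are filed as inactive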
# RAM network inh: inhibitors of the yeast RAM network; AID 868; S. cerevisiae dse1pr::URA3 reporter, 5-FOA growth OD615, 2 d; analog-sensitive cbk1-as2 kinase mutant strain; actives 1.8% (n = 190,000); inhibition, % at 50 µM;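 active = inhibition above a set limit, 3 SD over mean compound inhibition, cut at about 8.4% in these data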;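 also: 0% = DMSO-only wells with no growth and 100% = 10 µM 1-NA-PP1 full growth; inhibition rescues growth on 5-FOA so higher OD means more RAM inhibition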
# bIAP inhibitor: blocks bovine intestinal alkaline phosphatase activity; inhibition, % at 20 µM; 190,000 tested, under 10 active; purified bovine IAP, CDP-star luminescence, 30 min;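 active = over 50% inhibition of intestinal alkaline phosphatase at 20 µM in the single-dose screen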
#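 System: purified bovine intestinal alkaline phosphatase (IAP) enzyme; Input: IAP diluted 1/65,000,000 in the well; Measured by: CDP-star luminescence signal; Compound dosing: 20 µM single dose; Incubation: 30 min reaction at room temperature.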
# PPARg SRC1 recr: PPARgamma-driven SRC-1 recruitment agonism; P37231; PPARgamma-SRC-1 coactivator recruitment biochemical assay; activation, % at 8 µM; actives 0.41% (n = 200,000); in the data active = activation above about 19%;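 also: 0% = DMSO and 100% = reference agonist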
# SRC2 TRFRET art: counter-screen for PPARgamma SRC-2 recruitment agonists: TR-FRET artefact | AID 1049 | actives 0.4% (n = 200,000) | hits give high values | TR-FRET ratio at 8 µM; in the data active = TR-FRET ratio above about 2000; also: inactives centre near 1500; reference of the scale not given here
# Efa HMGR inh: inhibitors of class II HMG-CoA reductase from Enterococcus faecalis. purified E. faecalis HMGR, NADPH absorbance 340 nm kinetic. actives 0.41% (n = 190,000). inhibition, % at 10 µM;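 active = inhibition above a set limit, the median over all tested compounds plus 3 SD, cut at about 9.5% in these data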;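 also: enzyme runs in reverse so mevalonate oxidation gives rising NADPH absorbance; 0% = complete reaction with DMSO and 100% = background rate lacking mevalonate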
# Starred values were filed as active, the others as inactive; · = no result given.
SMILES,L major viab,DTT redox prof,ROMK primary,S1P3 antagonist,PPARg SRC-2 ag,PPARg SRC3 recr,RAM network inh,bIAP inhibitor,PPARg SRC1 recr,SRC2 TRFRET art,Efa HMGR inh
CCc1ccc(C(=O)N2CCC(c3nc4ccccc4s3)CC2)cc1,87*,0.8,·,·,9,-2,0.3,-1,3,1705,0
COc1nc(-c2ccccc2)c2c(c1C#N)CC(C)(C)OC2,2,0.1,-1.5,·,11,-2,1.8,4,1,1305,1
CSc1nc(NCC(C)C)c2c3c(sc2n1)CN(C)CC3,12,1.3,·,·,-2,3,0.5,2,-2,1697,2
Cc1sc2nc(SCC(=O)Nc3c(C)n(C)n(-c4ccccc4)c3=O)n(C)c(=O)c2c1C,-6,3.1,·,-7,2,11,1.1,13,-1,1571,2
Cc1ccc(N(CC(=O)NCCc2ccccc2)S(=O)(=O)c2c(C)noc2C)cc1,14,0.1,-1.6,·,-1,-13,5.9,-5,-9,1430,-3
O=c1c2ccccc2nnn1CSc1nnnn1-c1ccccc1,-1,2.1,·,·,5,1,0.0,2,4,1611,0
O=C1c2ccccc2C2=Nc3ccccc3SC(c3cccc(F)c3)C12 (stereo not drawn),89*,0.0,0.34,5,18,2,4.2,24,4,1492,2
N#Cc1nc(COc2ccc(Br)cc2)oc1N1CCCC1,-1,-0.2,-0.65,·,5,3,1.9,10,1,1557,-2
CCOC(=O)C1CCN(C(=O)Cn2cc(C#N)c3ccccc32)CC1,0,0.2,·,-12,4,14,-0.5,11,-2,1466,-5
Cc1ccc(Cl)cc1NC(=S)N(CCCN1CCN(C)CC1)Cc1ccco1,21,-1.3,-0.11,8,3,2,1.5,-3,-5,1500,1
CCNc1nc(C)c2cc(Br)c(=O)n(CC)c2n1,0,-2.3,·,31,3,-4,3.2,5,-2,1461,1
O=C(c1cnc2n(c1=O)CCS2)N1CCN(c2ccccc2F)CC1,-4,0.1,·,·,5,2,0.8,12,0,1692,-5
COC(=O)CCCCCCCCCCN1CCCCC1,20,-0.1,·,3,10,1,0.6,15,0,1551,-3
CN1CCc2ccccc2C1C1CCNCC1 (stereo not drawn),-9,2.3,-0.0042,-2,-4,-5,0.5,15,1,1450,-4
Cc1nn(CCc2nc(-c3ccco3)cs2)c2[nH]c(=O)cc(C(F)(F)F)c12,-12,-2.8,·,16,9,-1,2.7,5,9,1605,0
O=C1CC(N2CCOCC2)C(=O)N1c1cccc(Cl)c1 (stereo not drawn),-3,-0.1,0.1,·,-1,12,1.6,-3,3,1433,-4
CC1CCN(S(=O)(=O)N2CCC(C(=O)NCCN3CCOCC3)CC2)CC1,-1,0.1,1.9,·,-5,-2,-0.2,26,-2,1355,-5
Cc1ccc(C(C)C)c(OCCn2c(=O)oc3ccccc32)c1,2,-4.2,·,31,1,-2,2.9,12,-5,1550,-1
CC1C=CCC2C(=O)N(c3cccc(C(=O)N4CCN(c5ccc(F)cc5)CC4)c3)C(=O)C12 (stereo not drawn),-5,-1.3,·,-36,8,7,1.2,8,5,1442,3
Cc1ccc(C)c(S(=O)(=O)C(C#N)c2nc3ccccc3nc2N2CC(C)OC(C)C2)c1 (stereo not drawn),-6,-4.0,·,-10,12,-1,4.9,5,4,1541,0
C=CCOc1ccc2c(c1)c(S(=O)(=O)c1ccc(C)cc1)cn2COC,88*,3.3,·,-2,0,-7,9.9*,6,6,1423,3
COc1ccc(OC)c(NC=C2C(=O)OC(C)(C)OC2=O)c1,-1,-4.3,·,-14,3,-3,1.7,8,0,1589,-5
CCN(C(=O)COC(=O)c1cccnc1Nc1ccccc1F)C1CCS(=O)(=O)C1 (stereo not drawn),-5,-0.3,-0.49,-6,4,5,3.0,4,11,1614,0
Cc1ccc(NCCC(=O)c2cccc([N+](=O)[O-])c2)cc1,100*,1.4,·,·,-10,7,1.5,17,8,1339,0
COc1ccc(C(=O)/C=C/c2cccs2)c(OC(=O)N2CCOCC2)c1,41,0.0,·,2,5,0,0.2,13,4,1510,-6
NC(=O)C1CCN(C(=O)CN2CCc3ccccc32)CC1,-9,3.0,·,18,0,-3,4.7,-4,4,1658,-1
CCN(CC)S(=O)(=O)c1ccc(NC(=O)Cn2c(=O)oc3ccccc32)cc1,1,-0.9,0.26,·,-12,-2,3.1,7,4,1554,-8
CCOC(=O)C1CCN(C(C(=O)Nc2ccc3c(c2)OCCO3)c2ccccc2)CC1 (stereo not drawn),20,-5.9,-0.86,8,5,2,1.7,-12,9,1412,-10
CCCc1cc(C(=O)N/N=C/c2ccc(CC)s2)c2ccccc2n1,8,1.3,·,·,-2,-9,2.0,-8,4,1483,5
Cc1ccccc1C(=O)NC(=S)Nc1ccccc1C(=O)O,-2,0.0,-0.033,11,-3,-1,2.9,-2,0,1450,4
Cc1nn(CCCC(=O)N2CCN(c3ccc(F)cc3)CC2)c(C)c1[N+](=O)[O-],23,-0.6,-6*,2,6,4,-0.9,4,12,1556,-4
Cc1ccc(-c2nc3ccccc3c(C(=O)NCc3cccs3)c2C)cc1,31,0.2,-0.39,·,4,-1,-0.8,7,-3,1508,-1
O=C(CS(=O)c1ccc(C(F)(F)F)cc1[N+](=O)[O-])Oc1ccccc1 (stereo not drawn),-5,1.6,·,·,-9,0,1.1,2,-4,1308,8
CC1=CC(=C(C#N)c2nc3ccccc3s2)C=C(C)N1CC1CCCO1 (stereo not drawn),-9,-2.2,0.59,-6,9,1,1.9,5,2,1671,-1
COc1cccc(C2C(C(=O)OC(C)C)=C(C)Nc3ncnn32)c1 (stereo not drawn),-5,1.8,·,4,-1,2,-0.6,10,-2,1505,5
N#C/C(=C\Nc1ccc2c(c1)OCCO2)c1nc2ccccc2[nH]1,18,-0.7,·,27,9,12,0.2,-4,6,1466,0
CCCCC(C(=O)O)C(C)CC(=O)Nc1ccn(-c2ccccc2)n1 (stereo not drawn),-10,0.3,·,-46,-5,-7,1.0,10,4,1607,-5
O=c1c2c3c(sc2n(CCN2CCCCC2)c(=O)n1Cc1ccco1)CCCCC3,99*,0.1,0.048,·,-1,-6,0.6,-8,-2,1500,-3
O=C(NCc1ccccc1)c1ccc(S(=O)(=O)N2CCCC2)cc1,2,-6.3,·,·,-3,-4,0.8,12,-5,1479,-2
COC(=O)Cn1c(C)nc2ccccc21,-3,0.0,-0.057,·,10,8,1.1,5,7,1596,-6
Cc1cc(=O)oc2c(N)c(O)ccc12,-8,-0.9,·,-35,-1,10,1.1,6,9,1492,-4
CC(C)(C)C(=O)NC(C(N)=O)=C(Cl)Cl,-2,-2.4,-0.07,-22,5,8,-0.6,10,-1,1567,-6
COc1ccc(CN2CCN(CCCc3ccccc3)CC2)c(OC)c1,91*,-1.7,-0.67,10,5,-4,0.7,6,2,1719,-4
CCCC(c1nnnn1C(C)(C)CC)N(CCCO)Cc1cc2cc(C)cc(C)c2[nH]c1=O (stereo not drawn),44,0.3,-3.7*,-16,1,4,0.0,7,-3,1514,-2
COc1ccc(OC)c(C(C)NC(C)=O)c1 (stereo not drawn),-2,0.1,0.96,-16,1,6,3.7,5,1,1611,0
COc1ccc(-c2nc3ccccn3c2/N=C/c2ccc(OC)c(OC)c2)cc1O,60*,-0.2,-0.25,-7,3,-2,0.7,0,9,1576,1
COc1ccc(C2N(Cc3ccccc3)CC(=O)N2/N=C(\C)c2ccccc2)cc1 (stereo not drawn),4,-1.0,0.62,1,4,-1,0.0,-14,-1,1547,-3
CN(C)CCCCOc1ccccc1-c1ccccc1,20,3.3,-1.3,·,-3,-8,2.4,-4,1,1503,-2
S=c1[nH]nc(-c2cccnc2)n1C1CCCCC1,53*,0.4,1.6,-13,-1,1,0.1,23,-2,1579,-1
CC(C)OCCCn1c(=N)c(C(N)=S)cc2c(=O)n3ccccc3nc21,100*,2.0,-2.3,·,0,4,1.6,24,12,1582,-1
COc1ccc(S(=O)(=O)N2CCCC2C(=O)Nc2nccs2)cc1 (stereo not drawn),2,2.5,·,3,5,4,0.0,4,5,1506,5
CCOc1ccccc1Nc1nnc(SCC(=O)NC(Cc2c[nH]c3ccccc23)C(=O)O)s1 (stereo not drawn),6,-0.8,-0.53,3,-3,-5,2.4,-12,0,1485,-6
Cc1ccc2c(c1)C(=O)C(=O)N2CCOc1ccccc1,34,0.4,·,-20,-3,2,-0.6,16,1,1412,-4
O=C(Oc1cc(=O)oc2ccccc12)c1cccnc1Cl,-9,0.2,0.045,1,-4,0,2.3,-143,2,1456,-1

# Eleven compounds from above, arranged by count of non-hydrogen atoms, highest first:
SMILES,L major viab,DTT redox prof,ROMK primary,S1P3 antagonist,PPARg SRC-2 ag,PPARg SRC3 recr,RAM network inh,bIAP inhibitor,PPARg SRC1 recr,SRC2 TRFRET art,Efa HMGR inh
CCOc1ccccc1Nc1nnc(SCC(=O)NC(Cc2c[nH]c3ccccc23)C(=O)O)s1 (stereo not drawn),6,-0.8,-0.53,3,-3,-5,2.4,-12,0,1485,-6
CCCC(c1nnnn1C(C)(C)CC)N(CCCO)Cc1cc2cc(C)cc(C)c2[nH]c1=O (stereo not drawn),44,0.3,-3.7*,-16,1,4,0.0,7,-3,1514,-2
COc1ccc(-c2nc3ccccn3c2/N=C/c2ccc(OC)c(OC)c2)cc1O,60*,-0.2,-0.25,-7,3,-2,0.7,0,9,1576,1
CC(C)OCCCn1c(=N)c(C(N)=S)cc2c(=O)n3ccccc3nc21,100*,2.0,-2.3,·,0,4,1.6,24,12,1582,-1
COc1ccc(S(=O)(=O)N2CCCC2C(=O)Nc2nccs2)cc1 (stereo not drawn),2,2.5,·,3,5,4,0.0,4,5,1506,5
O=C(Oc1cc(=O)oc2ccccc12)c1cccnc1Cl,-9,0.2,0.045,1,-4,0,2.3,-143,2,1456,-1
CN(C)CCCCOc1ccccc1-c1ccccc1,20,3.3,-1.3,·,-3,-8,2.4,-4,1,1503,-2
S=c1[nH]nc(-c2cccnc2)n1C1CCCCC1,53*,0.4,1.6,-13,-1,1,0.1,23,-2,1579,-1
COc1ccc(OC)c(C(C)NC(C)=O)c1 (stereo not drawn),-2,0.1,0.96,-16,1,6,3.7,5,1,1611,0
COC(=O)Cn1c(C)nc2ccccc21,-3,0.0,-0.057,·,10,8,1.1,5,7,1596,-6
CC(C)(C)C(=O)NC(C(N)=O)=C(Cl)Cl,-2,-2.4,-0.07,-22,5,8,-0.6,10,-1,1567,-6

# Screening results as filed in PubChem BioAssay.
